Screening data (PubChem BioAssay)
esBAF inh: blocks esBAF chromatin remodeling in mouse ES cells; reporter increase, % at 12.5 µM; AID 602393; Bmi1-luciferase knock-in reporter, 24 h; 100% = twice the neutral-well signal; hit rate 2% among 350,000; in the data active means activation above about 40%; inconclusive means no clear call, values can overlap the other calls;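 further: 0% = median of the plate's neutral control wells and 100% = double that signal; a rise in the Bmi1 reporter signal indicates esBAF inhibition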
RAD54 branch: inhibitors of human RAD54 branch migration; hit rate 0.14% among 360,000; AID 602329; Q92698; inhibition, % at 10.4 µM; RAD54 Holliday junction branch migration, FAM/BHQ fluorescence;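 active means mean normalized replicate activity at least 40 and at least half of replicates scoring 40 or more; inconclusive means only one of the two criteria met; inactive means mean below 40 and under half of replicates reaching 40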;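 further: 0% = median of neutral control wells and 100% = median of positive control wells; inhibitors cause a drop in the FAM fluorescence signal; in these data hits start at about 50%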
Target sequence (Q92698 whole entry, looked up): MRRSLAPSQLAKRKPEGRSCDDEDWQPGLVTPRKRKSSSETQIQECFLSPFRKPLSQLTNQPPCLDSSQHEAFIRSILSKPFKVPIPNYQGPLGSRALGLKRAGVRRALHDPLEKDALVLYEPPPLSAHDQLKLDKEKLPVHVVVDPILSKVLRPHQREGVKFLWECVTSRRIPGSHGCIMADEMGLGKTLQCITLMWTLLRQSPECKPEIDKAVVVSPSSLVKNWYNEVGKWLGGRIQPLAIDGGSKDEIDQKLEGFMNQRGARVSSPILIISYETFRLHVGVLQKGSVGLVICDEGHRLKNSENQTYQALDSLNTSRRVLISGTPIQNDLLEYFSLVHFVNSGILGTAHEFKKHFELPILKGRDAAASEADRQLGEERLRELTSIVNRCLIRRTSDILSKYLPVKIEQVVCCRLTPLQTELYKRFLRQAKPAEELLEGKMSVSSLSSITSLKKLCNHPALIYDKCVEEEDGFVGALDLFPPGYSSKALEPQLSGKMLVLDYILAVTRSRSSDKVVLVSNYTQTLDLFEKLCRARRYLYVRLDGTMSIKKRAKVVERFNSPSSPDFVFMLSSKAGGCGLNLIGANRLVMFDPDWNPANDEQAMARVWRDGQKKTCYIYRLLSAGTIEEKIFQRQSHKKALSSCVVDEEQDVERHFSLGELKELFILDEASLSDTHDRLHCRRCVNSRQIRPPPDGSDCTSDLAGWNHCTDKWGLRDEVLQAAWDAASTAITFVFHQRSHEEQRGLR
Casp6 inh: inhibitors of human caspase-6; hit rate 0.53% among 350,000; purified caspase-6, Z-VEID-R110 cleavage fluorescence; inhibition, % at 12.5 µM; P55212;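 active means mean inhibition across replicates at least about 35%, with every replicate also reaching that limit, limit read from the data; inconclusive means only one of the two criteria met; inactive means neither criterion met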;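 further: 0% = median of neutral control wells and 100% = no fluorescence left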
Target sequence (P55212 24-179 limits assumed): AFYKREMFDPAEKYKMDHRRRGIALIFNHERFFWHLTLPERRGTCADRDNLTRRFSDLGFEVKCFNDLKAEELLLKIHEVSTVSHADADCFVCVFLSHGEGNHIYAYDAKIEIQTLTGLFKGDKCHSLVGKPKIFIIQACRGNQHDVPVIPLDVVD
Target sequence (P55212 194-293 limits assumed): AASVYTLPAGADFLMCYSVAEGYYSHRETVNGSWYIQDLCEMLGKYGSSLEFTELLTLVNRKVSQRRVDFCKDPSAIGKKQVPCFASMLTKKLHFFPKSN
E-sel inducer: induces E-selectin expression in human endothelial cells; HUVEC E-selectin immunofluorescence imaging; normalized: neutral wells 0, TNF-alpha wells 100; activation, % at 7.58 µM; hit rate 0.37% among 260,000; AID 686992;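 active means mean E-selectin-positive cell signal at least 10% of the positive control, reached in at least 60% of replicates, without over 20% cell loss; inconclusive means no rule given, readout overlaps actives, possibly toxicity-flagged; inactive means the rest, including those meeting only one limit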;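 further: in these data hits start at about 27%; measured in HUVEC primary endothelial cells; signal is the percent of cells scored E-selectin positive by PE staining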
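Test system: HUVEC; input: 3,000 HUVEC/well; measured by: immunofluorescence imaging; read-out: % PE-positive cells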
RAD52 anneal inh: RAD52 (human) annealing inhibition | P43351 | recombinant RAD52 DNA annealing, FRET fluorescence | inhibition, % at 18.7 µM | hit rate 0.46% among 360,000 | AID 651710;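 active means every replicate showing at least 50% inhibition; inconclusive means mean inhibition at least 50% but not in every replicate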
ERp5 inh: inhibitors of human ERp5. ERp5 insulin aggregation, absorbance 650 nm, 90 min. hit rate 0.05% among 350,000. inhibition, % at 9.99 µM. Q15084;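 active means mean replicate inhibition above about 25%, with every replicate also reaching it, limit read from the data, passing the limit was not always enough; inconclusive means only one of those two criteria met; inactive means neither criterion met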
PglD DTNB: PglD (C. jejuni) enzyme inhibition. purified PglD enzyme, DTNB colorimetric CoA detection. inhibition, % at 12.5 µM. hit rate 0.098% among 360,000; in the data active means inhibition above about 16%, passing the limit was not always enough; inconclusive means no clear call, values can overlap the other calls; further: strong numbers were not always called active
ARNT TACC3 PPI: disrupts binding between human ARNT and TACC3 | Q9Y6A5 | AlphaScreen His-ARNT PAS-B/GST-TACC3 binding, luminescence; TACC3 fragment carries E629A point mutation | inhibition, % at 9.99 µM | hit rate 0.66% among 390,000;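 active means mean inhibition of replicates at least 50% and at least half of replicates each reaching 50%; inconclusive means half or more replicates reach 50% but mean below 50%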;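 further: 0% = complete ARNT plus TACC3 wells and 100% = ARNT alone without TACC3; many hits fall short of the cut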
The depositor's hits bear a star; ? = inconclusive; · = no result given.

SMILES | esBAF inh | RAD54 branch | Casp6 inh | E-sel inducer | RAD52 anneal inh | ERp5 inh | PglD DTNB | ARNT TACC3 PPI
O=C(OCC(=O)N1CCOCC1)c1ccccc1OCc1ccccc1 | 17.2 | -3.3 | -0.5 | 1.1 | -10.7 | -22.2 | -3.9 | -5.7
CC(C)CC#Cc1cnc2c(c1)C(=O)N([C@@H](C)CO)C[C@H](C)[C@@H](CN(C)S(C)(=O)=O)O2 | 1.0 | 3.6 | -0.4 | 0.3 | 9.7 | 7.1 | 0.2 | -11.2
CN(C)C(CNC(=O)CCNC(=O)c1ccc(Br)cc1)c1ccco1 (stereo not given) | · | -0.4 | 6.7 | 0.3 | -7.6 | -2.7 | 1.3 | 7.7
O=C(NCC(c1ccco1)N1CCc2ccccc2C1)c1ccc(F)cc1 (stereo not given) | 5.0 | · | 20.0 | 3.1 | -17.9 | -11.3 | · | 0.5
Cc1ccccc1N(Cc1ccccc1F)S(C)(=O)=O | -0.2 | 15.9 | · | · | · | · | 0.9 | -12.1
CCOC(=O)c1cccc(NC(=O)C2(S(=O)(=O)c3ccc(Cl)cc3)CC2)c1 | · | · | 0.7 | · | -6.1 | 0.9 | · | -3.5
C[C@H](CO)N1C[C@H](C)[C@@H](CN(C)S(=O)(=O)c2ccsc2)OCc2ccccc2-c2c(n(C)c3ccccc23)C1=O | -4.3 | -0.8 | -1.1 | 0.0 | 23.1 | 0.0 | 3.0 | 7.0
O=C(Nc1cc(C(=O)N2CCN(c3ccccc3)CC2)ccc1Cl)c1cccs1 | -4.2 | -4.1 | 0.1 | · | -2.3 | 4.9 | -2.4 | 6.8
CCC(CC)C(=O)N1CC(=O)Nc2ccc(C)cc2C1c1ccccc1 (stereo not given) | 2.1 | -5.4 | -2.6 | · | -4.6 | -8.7 | 3.5 | -0.8
CCCCC(C(=O)N/N=C/c1ccccn1)C(=O)N/N=C/c1ccccn1 | -2.5 | 2.6 | 1.4 | · | 4.1 | 1.0 | -7.0 | 7.2
O=C(C[C@@H]1CC[C@H]2[C@@H](COC[C@H](O)CN2Cc2ccc(Oc3ccccc3)cc2)O1)N1CCOCC1 | 2.5 | 3.4 | 0.6 | 0.0 | 5.1 | 1.7 | -2.0 | 8.3
CCCC(=O)N1CCCC(c2cc(C(=O)Nc3ccccc3)no2)C1 (stereo not given) | -64.3 | 1.1 | -1.8 | 0.1 | -14.9 | 2.5 | 4.8 | ·
C[C@@H]1CN([C@H](C)CO)C(=O)Cc2cc(NC(=O)CCN3CCOCC3)ccc2O[C@H]1CN(C)Cc1ccccc1 | 0.5 | 1.5 | 0.5 | -0.2 | -0.9 | -1.1 | -1.3 | 24.1
COC(=O)c1ccc(N2CCN(C)CC2)c(NC(=O)c2cccs2)c1 | -2.0 | 1.2 | -3.0 | 0.2 | 0.5 | -3.3 | 1.6 | -5.4
O=c1nc2s/c(=C\c3ccco3)c(=O)n2nc1Cc1ccc(F)cc1 | -6.2 | 2.8 | · | · | · | · | -7.7 | 1.1
CC1CC(C)CN(CCC(=O)Nc2ccc(Br)cc2)C1 (stereo not given) | 0.4 | -2.4 | -3.1 | · | -21.2 | -3.1 | -7.2 | -4.9
C[C@@H]1CN([C@H](C)CO)C(=O)c2cccc(NC(=O)Nc3ccc4c(c3)OCO4)c2O[C@@H]1CN(C)C(=O)Nc1cccc2ccccc12 | 2.5 | 7.6 | -0.3 | 0.1 | -2.6 | -1.5 | 0.2 | ·
O=S1(=O)CC(N2CCSCC2)CN1Cc1cn(Cc2cccc(C(F)(F)F)c2)nn1 (stereo not given) | · | · | 1.6 | 0.4 | -20.5 | 2.4 | · | ·
CNC[C@H]1Oc2c(NS(=O)(=O)c3ccc(Cl)cc3)cccc2C(=O)N([C@@H](C)CO)C[C@H]1C | 4.4 | -2.8 | 1.9 | -0.2 | 3.0 | 6.3 | 0.8 | -2.1
C[C@@H]1CN([C@H](C)CO)C(=O)Cc2cc(NC(=O)CCCCCC(=O)Nc3ccccc3N)ccc2O[C@@H]1CN(C)Cc1ccc(Oc2ccccc2)cc1 | -0.7 | -1.3 | -1.6 | · | 20.8 | 0.5 | 1.7 | 10.6
O=S(=O)(N[C@@H]1CC[C@@H](CCn2cc(-c3cccnc3)nn2)O[C@@H]1CO)c1ccc(Cl)cc1 | 2.2 | 1.4 | -0.7 | 0.0 | -5.9 | 0.4 | 4.5 | -0.4
CC1CCCN(C(=O)CN(C)S(=O)(=O)c2cccc3nsnc23)C1 (stereo not given) | 0.5 | -9.8 | 2.9 | · | 4.3 | 2.2 | -3.0 | 5.0
O=C(CSc1nc(=O)n2cc(Cl)ccc2n1)Nc1ccc2c(c1)OCCO2 | 4.7 | -0.5 | 23.6 | -0.1 | -19.2 | 2.2 | 0.7 | 8.5
COc1ccc(C(=O)Nc2ccccc2C(=O)NCCN2CCOCC2)cc1OC | -1.4 | -2.4 | 0.7 | -0.2 | -13.2 | 7.0 | -1.8 | ·
Cc1ccc(-n2c(C)c3c(C)nnc(C)c3c2C)cc1N | -2.0 | 5.1 | -9.1 | 2.4 | 42.8 | -1.9 | -3.9 | 9.7
O=C(CN1CCN(Cc2ccccc2)CC1)Nc1cccc(C(F)(F)F)c1 | 5.0 | -0.4 | · | · | · | · | -2.9 | 29.5
O=C(COC(=O)c1ccc(Cl)nc1)Nc1ccc(S(=O)(=O)N2CCCC2)cc1 | · | · | -1.7 | · | -22.4 | -2.0 | · | -3.7
O=C(CNC(=O)c1ccccc1)OCC(=O)c1ccc(Cl)s1 | -2.6 | 3.1 | 6.9 | · | -5.6 | -1.6 | -0.5 | ·
CN(CCN1CCc2ccccc2C1)Cc1nc(Cc2ccccc2F)no1 | 2.3 | 0.3 | -0.5 | 4.6 | -12.2 | -0.5 | 4.8 | -1.1
C[C@@H]1CN([C@@H](C)CO)C(=O)Cc2cc(NC(=O)Cn3cnnn3)ccc2O[C@H]1CN(C)Cc1ccc(Oc2ccccc2)cc1 | 1.5 | -7.1 | -1.1 | 282.9* | -11.1 | -1.8 | -11.4 | 0.7
CCN=C1SC(C(=O)Nc2ccc(OC)cc2)CC(=O)N1CC (stereo not given) | -4.2 | 1.8 | -0.9 | -2.2 | -7.9 | -2.7 | 2.7 | -0.3
CC(C)Sc1nc2c(c(=O)[nH]c(=O)n2C)n1Cc1ccc(Cl)cc1 | 4.3 | -12.7 | · | · | · | · | -1.6 | -3.0
Cc1ccc(C2=NN(C(=O)CSc3nccn3C)C(c3ccco3)C2)cc1 (stereo not given) | 12.5 | -3.1 | -1.1 | · | -4.0 | -0.2 | 3.9 | ·
Cc1cc(=O)oc2c(C)c(OC(C)C(=O)NCCCN3CCCC3=O)ccc12 (stereo not given) | -1.8 | -0.9 | -0.5 | 0.2 | -4.8 | -16.9 | 2.7 | 3.5
c1ccc(OCCOCCN2CCc3ccccc3C2)cc1 | · | · | -8.4 | · | -12.3 | -1.9 | · | -0.2
Cc1c2ccccc2nc2ccccc12 | · | · | 1.6 | -0.1 | -19.1 | 3.9 | · | 2.1
Cc1ccc(OCCCN2C(=O)C(=O)c3cccc(C)c32)cc1 | 0.8 | 3.1 | · | · | · | · | -2.5 | 0.2
CC(=O)c1ccccc1OCCn1nnc(-c2ccc(C)cc2)n1 | 7.7 | 8.9 | · | -0.1 | · | · | 0.9 | 0.2
Cc1ccc2c(=O)[nH]c(Nc3nc(C)cc(-c4ccccc4)n3)nc2c1 | · | -22.2 | 0.8 | · | 1.7 | 5.4 | 4.3 | -3.7
Cc1csc2nc(CNS(=O)(=O)c3ccc4c(c3)OCCO4)cn12 | 0.6 | 3.8 | 0.0 | -0.1 | -12.5 | 2.3 | 5.3 | 1.3

3 entries picked at random from the list so far:
SMILES | esBAF inh | RAD54 branch | Casp6 inh | E-sel inducer | RAD52 anneal inh | ERp5 inh | PglD DTNB | ARNT TACC3 PPI
O=C(CN1CCN(Cc2ccccc2)CC1)Nc1cccc(C(F)(F)F)c1 | 5.0 | -0.4 | · | · | · | · | -2.9 | 29.5
CC(C)Sc1nc2c(c(=O)[nH]c(=O)n2C)n1Cc1ccc(Cl)cc1 | 4.3 | -12.7 | · | · | · | · | -1.6 | -3.0
CC1CCCN(C(=O)CN(C)S(=O)(=O)c2cccc3nsnc23)C1 (stereo not given) | 0.5 | -9.8 | 2.9 | · | 4.3 | 2.2 | -3.0 | 5.0

Remaining list, next part.
SMILES | esBAF inh | RAD54 branch | Casp6 inh | E-sel inducer | RAD52 anneal inh | ERp5 inh | PglD DTNB | ARNT TACC3 PPI
O=S(=O)(N1CCCCCC1)N1CCN(S(=O)(=O)N2CCOCC2)CC1 | -3.6 | -1.7 | · | · | · | · | -5.5 | -0.9
COC(=O)C1=C(C(=O)OC)C(C(=O)OC)C(C(=O)OC)C(C(=O)OC)(C(=O)OC)C(C(=O)OC)=C1C(=O)OC (stereo not given) | · | · | -0.5 | -0.2 | -17.5 | 1.0 | · | -4.2
CCOc1cccc(C(=O)NC(=S)Nc2ccc3c(c2)OCCO3)c1 | ? | 12.1 | 5.1 | 3.2 | -3.2 | 9.4 | -3.4 | -1.7
CO[C@H]1CN(C)C(=O)c2cc(NS(=O)(=O)c3ccc(C)cc3)ccc2OC[C@H](C)N(Cc2nccs2)C[C@@H]1C | 5.7 | -7.3 | · | 0.1 | -10.3 | 4.0 | 0.2 | 3.4
COC(=O)c1cc(COC(=O)c2ccc3ccccc3n2)oc1C | -5.8 | -3.5 | · | · | · | · | 6.9 | 2.1
C[C@@H]1CN([C@H](C)CO)C(=O)c2cc(NS(C)(=O)=O)ccc2O[C@H]1CN(C)Cc1ccc(C(F)(F)F)cc1 | -4.6 | -8.5 | -0.3 | -3.3 | -6.8 | 3.0 | -5.6 | 4.7
COc1cc(/C=N/NC(=S)NCCN2CCOCC2)cc(OC)c1O | -5.3 | 7.3 | -4.2 | · | -0.7 | 8.4 | -5.8 | -3.8
O=C(CSc1ncn[nH]1)NCc1ccccc1Cl | 5.0 | 0.6 | -0.3 | -0.1 | -1.0 | 3.0 | -1.6 | 2.8
COc1ccccc1N1CCN(C(=O)C(C)NC(=O)c2cccc([N+](=O)[O-])c2)CC1 (stereo not given) | 3.2 | 14.9 | 2.5 | · | -0.1 | 2.2 | 0.4 | 4.8
Cc1cc(C)cc(N(CCC(=O)O)S(=O)(=O)c2ccc(Cl)cc2)c1 | · | · | 1.0 | -2.8 | -0.5 | 3.9 | · | -0.7
Cc1cccc(NC(=O)Cc2ccc(NC3=NC4CS(=O)(=O)CC4S3)cc2)c1 (stereo not given) | -2.9 | 1.4 | -0.1 | 5.2 | 1.8 | -4.3 | -0.6 | 0.7
N#CCC(=O)Nc1ccc(C(=O)OCC(=O)Nc2cc(-c3ccccc3)nn2-c2ccccc2)cc1 | -1.5 | 0.7 | -2.9 | -0.1 | -170.2 | 0.2 | 0.3 | ·
Cc1ccc2[nH]c(=O)c(CN(CCCN(C)C)C(=O)Nc3cccc(Cl)c3)cc2c1 | -6.3 | -3.5 | -7.7 | · | 4.8 | -4.5 | 0.7 | 4.4
N#Cc1cccc(NC(=O)c2cc(C3CCCCN3C(=O)c3ccc4c(c3)CCO4)on2)c1 (stereo not given) | -4.9 | -8.9 | -2.2 | -0.1 | -10.4 | 2.0 | -1.9 | ·
COC(=O)/C=C1\OCc2c(F)cccc21 | · | · | -0.1 | 3.3 | -2.2 | -2.9 | · | ·
O=C(Nc1ccc(F)cc1)N1CCN(c2ccc3nnc(-c4ccc(F)cc4)n3n2)CC1 | 0.8 | 0.5 | 4.1 | 0.0 | -3.1 | -1.6 | 1.6 | 14.9
O=C(COC(=O)c1ccc([N+](=O)[O-])o1)NCc1ccc2c(c1)OCO2 | -0.6 | -1.2 | 27.2 | · | -15.0 | 2.8 | -6.4 | 10.4
